HGIII-sPLA2 inh: human group III sPLA2 inhibitors, primary screen, biochemical, QFRET, BODIPY PC-A2 liposome substrate; Group 3 secretory phospholipase A2 (Homo sapiens), Q9NZ20; QFRET BODIPY PC-A2 liposome hydrolysis, fluorescence; inhibition, % at 12.2 µM; 370,000 compounds, 0.56% hits; AID 743126, 2013;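 active = inhibition above mean plus 3 SD of compounds lying within the high and low control bounds, cut at about 19% in these data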;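 also: 0% = median of test compound wells and 100% = no enzyme DMSO wells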
NPR2 activator: human GC-B receptor activators, primary screen, HEK293 GC-B cells, cGMP TR-FRET, EC30 CNP. Atrial natriuretic peptide receptor 2 (Homo sapiens), P20594. 0% at EC30 CNP, 100% saturating CNP. activation, % at 10 µM. 370,000 compounds, 0.11% hits. AID 1920062, 2024;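 active = activation at 10 µM reaching about 35% in either raw or pattern-adjusted values, limit read from the data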
KLK7 zymogen act: proKLK7 zymogen activators, primary screen, biochemical, fluorescence intensity; Kallikrein-7 (Homo sapiens), P49862; AID 652039, 2013; activation, % at 7 µM; purified proKLK7, EDANS-DABCYL substrate fluorescence; 100% is mature enzyme control, 0% vehicle; 370,000 compounds, 0.9% hits;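 active = activation above the mean of all tested compounds plus 3 SD, computed per campaign excluding outliers beyond control limits, cut at about 13% in these data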
ARFGAP1 inhibitor: inhibitors of rat ARFGAP1 GAP activity, primary screen, biochemical, fluorescence polarization, GDP tracer; ADP-ribosylation factor GTPase-activating protein 1 (Rattus norvegicus), Q62848; Arfgap1-stimulated ARF1 GTP hydrolysis, GDP FP detection; inhibition, % at 16.5 µM; 360,000 compounds, 0.26% hits;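 active = inhibition above a per-plate limit, mean inhibition of low control wells plus 3 SD, cut at about 25% in these data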;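 also: 0% = DMSO wells with enzyme and 100% = wells lacking Arfgap1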
Target sequence (Q62848 1-136 limits assumed): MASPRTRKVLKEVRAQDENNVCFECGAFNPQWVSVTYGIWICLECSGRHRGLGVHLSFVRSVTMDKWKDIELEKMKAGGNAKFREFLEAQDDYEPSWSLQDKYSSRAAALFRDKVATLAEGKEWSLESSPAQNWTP
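material = rat Arfgap1 catalytic domain, aa 1-136 | also added = human ARF1(Δ1-17)-GTP substrate | compound dosing = one concentration, 16.5 µM, DMSO 1.26% | times = GTP hydrolysis reaction 2 h at 25 °C | measured by = FP, GDP Alexa 633 tracer displaced from anti-GDP antibody, 620/688 nm | evaluation = percent inhibition of Arfgap1-stimulated GTP hydrolysis | replication = single well per compound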
GC-A act: GC-A stimulated cGMP production enhancers – HEK293 GC-A cells, cGMP TR-FRET, EC30 ANP, primary screen. Atrial natriuretic peptide receptor 1 (Homo sapiens), P16066. 0% at EC30 ANP, 100% saturating ANP. activation, % at 10 µM. 370,000 compounds, 0.14% hits. AID 1671463, 2021; in the data active = activation above about 40%
ADAM10 inh: human ADAM10 inhibitors, primary screen, biochemical, QFRET, HTS | Disintegrin and metalloproteinase domain-containing protein 10 (Homo sapiens), O14672 | recombinant ADAM10, EDANS/DABCYL FRET peptide cleavage, 3 h | inhibition, % at 7 µM | 370,000 compounds, 0.62% hits | AID 720582, 2013;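 active = inhibition above a per-campaign cutoff equal to the mean of compounds falling between control-based bounds plus 3 SD, cut at about 20% in these data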;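 also: 0% = DMSO wells while the 100% control is not disclosed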
Target sequence (O14672 214-748 limits assumed): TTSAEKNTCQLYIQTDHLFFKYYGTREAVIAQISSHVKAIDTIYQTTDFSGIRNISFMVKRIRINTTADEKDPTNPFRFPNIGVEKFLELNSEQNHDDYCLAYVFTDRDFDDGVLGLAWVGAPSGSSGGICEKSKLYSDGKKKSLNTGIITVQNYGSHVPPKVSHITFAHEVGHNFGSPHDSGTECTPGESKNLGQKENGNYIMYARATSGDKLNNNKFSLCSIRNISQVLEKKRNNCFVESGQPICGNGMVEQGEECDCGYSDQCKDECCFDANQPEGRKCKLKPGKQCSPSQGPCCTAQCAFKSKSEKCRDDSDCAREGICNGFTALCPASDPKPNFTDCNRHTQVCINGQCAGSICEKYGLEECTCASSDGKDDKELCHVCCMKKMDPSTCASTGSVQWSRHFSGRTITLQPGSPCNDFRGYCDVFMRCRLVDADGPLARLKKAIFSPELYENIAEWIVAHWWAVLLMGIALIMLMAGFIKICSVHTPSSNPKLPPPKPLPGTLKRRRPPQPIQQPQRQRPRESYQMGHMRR
rCAG binder: binders of r(CAG) RNA repeats, primary screen, biochemical, fluorescence; inhibition, % at 3 µM; r(CAG) RNA repeat, TO-PRO-1 dye displacement fluorescence; 370,000 compounds, 1.3% hits;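 active = inhibition above the plate cutoff, the mean of all test compounds on that plate plus 3 SD, cut at about 35% in these data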;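 also: 0% = DMSO alone and 100% = 100 µM mitoxantrone as full dye displacement; higher means more dye released from RNA so lower well fluorescence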
FXN GAA850 act: FXN promoter activators, primary screen, cell-based, luciferase luminescence, HEK293 lucGAA850. HEK293 lucGAA850 FXN promoter luciferase reporter, 24 h; percent of 10 µM SAHA response. activation, % at 6 µM. 360,000 compounds, 0.56% hits. AID 540364, 2011;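 active = activation above the average of all compounds screened plus 3 SD, cutoff fixed separately per campaign, cut at about 7.5% in these data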;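 also: 0% = DMSO wells and 100% = 10 µM SAHA wells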
ASAP1 inh: inhibitors of human ASAP1 ArfGAP activity, primary screen, biochemical, fluorescence polarization | Arf-GAP with SH3 domain, ANK repeat and PH domain-containing protein 1 (Homo sapiens), … | ASAP1-stimulated ARF1 GTP hydrolysis, GDP FP detection | inhibition, % at 16.5 µM | 360,000 compounds, 0.19% hits; in the data active = inhibition above about 25%;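 also: 0% = vehicle with enzyme and substrate and 100% = no enzyme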
Target sequence (Q9ULH1 325-724 limits assumed): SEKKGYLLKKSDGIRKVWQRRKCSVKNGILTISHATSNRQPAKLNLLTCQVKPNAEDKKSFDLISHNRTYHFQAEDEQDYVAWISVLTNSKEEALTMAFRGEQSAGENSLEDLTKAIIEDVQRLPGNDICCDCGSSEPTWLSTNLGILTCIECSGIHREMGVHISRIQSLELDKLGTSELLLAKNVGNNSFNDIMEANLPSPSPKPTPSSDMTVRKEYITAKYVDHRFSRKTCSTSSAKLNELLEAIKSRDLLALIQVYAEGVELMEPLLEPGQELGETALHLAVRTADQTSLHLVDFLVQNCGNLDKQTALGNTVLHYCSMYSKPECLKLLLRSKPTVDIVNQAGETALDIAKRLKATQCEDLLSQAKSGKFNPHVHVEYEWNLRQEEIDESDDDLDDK
DDE Tn6 FP inh: inhibitors of Tn6 peptide binding to fibrin DD(E), primary screen, biochemical, fluorescence polarization, human fibrin, Tn6 probe; inhibition, % at 8.3 µM; Fibrinogen beta chain (Homo sapiens), P02675; AID 720509, 2013; 370,000 compounds, 0.21% hits; Fibrin DD(E) TRITC-Tn6 fluorescence polarization displacement;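 active = inhibition above a per-campaign cutoff: mean of compounds within control limits plus 3 SD, cut at about 15% in these data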;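 also: 0% = median of all compound wells on the plate and 100% = blocking peptide control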
* hit, by the source's call; x = not tested or not shown.

SMILES	HGIII-sPLA2 inh	NPR2 activator	KLK7 zymogen act	ARFGAP1 inhibitor	GC-A act	ADAM10 inh	rCAG binder	FXN GAA850 act	ASAP1 inh	DDE Tn6 FP inh
CN(C)S(=O)(=O)c1cccc(C(=O)NCC2CCCO2)c1 (stereo not given)	12.9	-2.3	0.1	0.0	0.3	-4.2	1.0	-2.0	-5.2	-6.4
Cn1ncc([N+](=O)[O-])c1C(=O)Nc1ccccc1C#N	-1.1	8.7	0.0	-8.4	3.6	-2.2	2.7	1.8	-2.8	-4.0
NS(=O)(=O)c1cccc(NC(=O)COC(=O)CC2Sc3ccccc3NC2=O)c1 (stereo not given)	-8.0	-3.5	-0.1	8.3	-1.7	1.6	8.4	0.8	-2.8	-2.3
CN(C)c1ccc(C2N(C(=O)N3CCOCC3)CCN2S(=O)(=O)c2ccccc2)cc1 (stereo not given)	2.5	1.4	-0.1	0.4	3.5	-2.3	1.9	-1.5	-12.6	-0.6
CC(=O)c1sc(Nc2ccc(Oc3ccccc3)cc2)nc1C	-5.9	-7.1	-3.6	6.1	4.3	-76.1	3.8	x	6.5	-8.9
CC(C)(C)C(=O)c1no[n+]([O-])c1/C(=N/O)C(C)(C)C	-5.2	-0.4	0.0	2.9	-6.0	14.2	-2.6	4.3	1.9	-3.2
Cc1cc(C)cc(NC(=O)CSc2nnc(-c3ccc(S(=O)(=O)N4CCCC4)cc3)o2)c1	-3.4	5.5	-0.5	3.4	2.6	-4.6	4.7	1.2	1.6	5.1
COc1ccc2cc3c(N)nn(C(=O)C4CCC(C(C)(C)C)CC4)c3nc2c1 (stereo not given)	13.6	-2.8	0.5	2.0	-6.4	-22.8	4.7	-1.5	-4.0	0.6
CC(C)C[C@H]1CN([C@@H](Cc2ccccc2)CN2CCC[C@H]2CN2C(=O)C(=O)NC[C@@H]2Cc2ccc(O)cc2)C(=O)C(=O)N1CCc1ccccc1	-11.9	1.9	0.7	-1.8	2.2	-6.6	3.4	x	-2.6	-2.8
COc1ccc([C@H]2CC(=O)C=C(c3ccc4c(c3)sc3ccccc34)C2)cc1	1.4	-4.0	0.0	10.0	-1.3	0.0	4.2	0.6	-0.8	0.8
CN1CCN(CCCCOc2ccccc2C=O)CC1	-3.2	0.6	-0.4	4.0	-0.4	-12.8	1.3	1.0	7.0	-13.2
O=C(CN1C(=O)NC2(CCCC2)C1=O)Nc1ccc(F)cc1	4.1	4.4	0.3	-6.1	7.0	-11.2	-2.7	-0.8	-3.4	2.1
Cc1cc(C)n(C2CC(=O)N(c3ccc(Cl)c(Cl)c3)C2=O)n1 (stereo not given)	-5.1	4.3	1.4	0.9	-4.4	1.5	-3.6	2.1	-21.4	-8.8
COc1ccc(-n2ccc3ccccc32)cc1	3.3	5.3	0.2	2.6	-0.2	-1.7	-0.6	1.4	-4.2	-2.5
CC1(C)NC(=O)N(CC(=O)Nc2nc(-c3ccc(F)cc3)cs2)C1=O	-6.6	6.5	-0.3	-19.7	47.8*	-3.7	2.9	-0.6	1.4	-0.4
CC(=O)NC(Cc1c[nH]c2ccccc12)C(=O)N1CCc2ccccc2C1 (stereo not given)	-18.6	-6.2	0.5	0.4	-0.1	-9.2	-1.4	1.2	6.4	-8.7
CC(C)Oc1ccc(C2CCC(=O)NC2=O)cc1 (stereo not given)	6.2	0.8	-0.5	3.2	-2.0	4.5	0.7	1.4	-4.5	4.0
O=C(CN1CCN(c2ccccc2O)CC1)Nc1ccc2c(c1)CCC2	-6.5	-0.9	0.4	11.9	5.0	-3.6	1.0	2.7	9.8	1.3
CCOc1ccc(NC(=O)CN(C)C(=O)c2ccc(C)o2)cc1OCC	7.6	0.2	-0.5	-2.8	2.0	5.5	-0.2	0.4	5.1	5.5
Cc1nc(SCC(=O)N(C)C2CCS(=O)(=O)C2)c2ccccc2n1 (stereo not given)	10.5	4.3	0.0	0.2	2.1	-21.8	-0.1	-1.1	-1.0	5.4
Cc1cc(C)cc(C(=O)NC(CC(N)=O)c2ccc(NC3CCCCCCC3)c([N+](=O)[O-])c2)c1 (stereo not given)	8.0	7.0	0.2	-1.8	6.8	4.7	8.1	0.9	7.2	1.5
COc1ccccc1OCCCn1cc(C#N)c2ccccc21	-22.2	-17.8	-0.1	-2.5	-15.7	8.8	-3.1	2.6	11.3	3.2
CCOC(=O)c1sc(NC(=O)C2CC(=O)N(c3ccccc3C)C2)nc1C (stereo not given)	-6.2	-3.0	-0.4	13.6	-1.1	7.2	1.8	1.1	21.1	2.5
COc1ccc(NS(=O)(=O)c2cc(NC(=O)c3ccc(=O)[nH]c3)ccc2N2CCOCC2)cc1	-5.1	-4.3	0.0	11.4	4.8	2.7	5.7	1.6	-4.3	-9.3
Cc1cc(OCC(=O)NCCN2CCOCC2)cc(C)c1Cl	-0.4	0.9	-0.3	-4.3	2.7	7.8	-2.2	1.2	10.7	-0.8
Clc1ccccc1-c1nnc2sc(-c3ccccn3)nn12	1.2	0.9	0.5	13.8	-1.6	-3.2	-2.1	-2.6	-4.0	-1.2
Cc1cc(C)c(S(C)(=O)=O)c(N(C)NC(=O)c2c(F)cccc2F)n1	2.0	-2.0	-0.8	-1.2	-0.4	-2.0	0.1	0.6	-3.1	3.9
O=C(C[C@H]1C(=O)N(Cc2ccccc2)C[C@@H]1c1ccc(Br)cc1)Nc1ccc(Br)cc1	-4.1	-2.5	0.0	7.7	-3.9	3.2	12.0	-0.2	3.2	1.0
Cc1ccc(C)c(OCc2nc(-c3cccnc3)no2)c1	-2.2	-3.1	0.0	6.9	0.0	4.4	-3.7	0.7	6.3	-1.2
CC1(C)CC(CC(=O)O)(c2ccccc2)CCO1 (stereo not given)	9.0	3.5	-0.2	-7.9	1.2	-5.3	-1.7	1.0	-0.8	-7.7
Cc1ccc(S(=O)(=O)/N=C(/NC(=S)Nc2ccccc2)c2ccccc2)cc1	-9.6	0.9	0.0	-1.9	1.9	9.4	4.2	2.8	6.3	3.9
O=C1[C@H]2CC3C=CC2(O3)[C@@H]2OCCCN12 (stereo not given in full)	2.4	-1.3	-0.1	3.0	2.4	8.3	1.1	0.7	5.0	0.9
CCCC(C)n1[nH]c(=O)c2c(C)cc(C)nc21 (stereo not given)	2.2	-1.7	1.5	14.1	2.2	-5.4	-3.3	0.8	1.4	-4.9
Cc1ccc(NC(=O)CN(C)C(=O)CCOc2cccc(C)c2)cc1	9.6	10.5	0.0	7.6	3.2	-4.9	-7.7	-0.1	3.4	-7.7
COc1ccc(CN2CCNC(=O)C2CC(=O)NC2CCCC2)cc1OC (stereo not given)	6.4	3.6	0.1	3.1	1.9	-27.6	-3.0	-0.9	-18.9	3.2
O=C(CCCn1c(=S)[nH]c2ccccc2c1=O)N1CCCCC1	5.2	-2.8	-0.6	14.6	-2.5	7.3	5.6	-1.3	10.0	0.0
Cc1ccc2c(C)c(C(=O)N3CCN(c4ccncc4)CC3)oc2c1C	-31.8	2.7	0.1	-1.8	-1.5	1.5	9.4	2.1	-12.2	6.6
O=C(O)CN1C(=O)Nc2ccc(Br)cc2C1c1ccccc1 (stereo not given)	6.6	-3.8	0.7	-4.9	-3.2	3.4	1.8	-3.2	4.8	-9.6
COCC(=O)N[C@@H]1c2ccccc2CC[C@@H]1OCc1ccccc1	4.3	-3.6	0.2	11.6	-0.3	-0.2	0.3	0.3	-3.5	-11.6
CCOc1ccc(C(O)Cc2nc3ccccc3n2C)cc1 (stereo not given)	5.0	2.5	0.3	-12.4	1.1	1.0	-5.2	2.6	-2.9	3.8

Laid out differently: results already given.
Molecule,HGIII-sPLA2 inh,NPR2 activator,KLK7 zymogen act,ARFGAP1 inhibitor,GC-A act,ADAM10 inh,rCAG binder,FXN GAA850 act,ASAP1 inh,DDE Tn6 FP inh
Cc1cc(C)c(S(C)(=O)=O)c(N(C)NC(=O)c2c(F)cccc2F)n1,2.0,-2.0,-0.8,-1.2,-0.4,-2.0,0.1,0.6,-3.1,3.9
O=C(C[C@H]1C(=O)N(Cc2ccccc2)C[C@@H]1c1ccc(Br)cc1)Nc1ccc(Br)cc1,-4.1,-2.5,0.0,7.7,-3.9,3.2,12.0,-0.2,3.2,1.0
Cc1ccc(C)c(OCc2nc(-c3cccnc3)no2)c1,-2.2,-3.1,0.0,6.9,0.0,4.4,-3.7,0.7,6.3,-1.2

The list continues:
SMILES	HGIII-sPLA2 inh	NPR2 activator	KLK7 zymogen act	ARFGAP1 inhibitor	GC-A act	ADAM10 inh	rCAG binder	FXN GAA850 act	ASAP1 inh	DDE Tn6 FP inh
O=C(Cc1csc2ccccc12)NCC1CC1	5.1	4.5	-0.2	-14.0	-0.7	-0.8	0.6	x	-2.7	6.8
CCCCC(=O)N(Cc1ccc(F)cc1)C1CCS(=O)(=O)C1 (stereo not given)	2.2	-0.9	0.0	7.1	-2.6	-8.3	-3.5	0.5	1.4	1.9
Cc1cc(C)nc(SCC(=O)N2CCCCC2)n1	4.7	-5.1	0.0	-10.9	-1.7	7.3	2.5	2.4	-1.6	-8.4
O=C(Cc1ccsc1)NCC(=O)Nc1ccc(F)c(F)c1	-4.0	2.3	-0.9	2.6	0.4	-5.0	3.8	0.2	0.9	6.7
COc1ccc(C(=O)NC(=O)COC(=O)CCS(=O)(=O)c2ccc(C)cc2)cc1	5.4	-2.1	-0.4	-1.9	-3.5	-9.5	-2.8	3.0	-15.6	0.6
O=C(CCCn1c(=S)[nH]c2ccsc2c1=O)Nc1ccc2c(c1)OCO2	9.5	-4.3	0.1	-2.4	-1.3	-2.9	4.1	0.6	1.0	4.0
Cc1ccc(/C=N/n2c(C3CCCCC3)n[nH]c2=S)cc1	8.6	-1.1	0.1	-0.1	5.7	7.8	16.1	3.1	-7.8	-6.6
COc1ccc(-c2cc(C(F)(F)F)nc(SCC(=O)Nc3cc(C)on3)n2)cc1	-0.1	-3.6	-1.1	6.8	0.0	-47.2	5.9	-0.1	-0.8	6.9
COC(=O)c1ccc(OCC(O)CN2CCOCC2)cc1 (stereo not given)	2.9	2.6	0.9	-1.4	2.0	1.1	-3.5	-1.8	0.3	9.7
